Bioassay records deposited in PubChem by National Center for Advancing Translational Sciences (NCATS).
A549 tox = counter-screen for Nrf2 inhibitors: cytotoxicity in A549 cells; actives 0.16% (n = 390,000); Potency, µM (top dose mostly 46 µM), without a hit: at the highest dose activity change, negative = cytotoxicity, hits mostly inhibitors; A549 ARE-Fluc cells, CellTiter-Fluor viability, 18-24 h; AID 504648; further: on the % scale 0 is the no-effect control and ±100 the full control effect
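A549 ARE-Fluc cells in 5% FBS OPTI-MEM, 5000 cells/well, rested 2 h then exposed to compounds in concentration-response for 18-24 h at 37 °C. Viability by CellTiter-Fluor fluorescence (Ex 405/Em 525) after 30 min; luciferase luminescence (BugLite, 15 min, RT) read afterwards.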
EPAC2 antagonist = EPAC2 (human) antagonism; actives 0.18% (n = 360,000); Potency, µM (titrated, usually from 114 µM), for inactives: top-dose activity, negative = inhibition, actives largely listed as inhibitors; Q8WZA2; EPAC2 GEF exchange of Rap1B-BODIPY-GDP, fluorescence; further: on the % scale 0 is the no-effect control and ±100 the full control effect; nearly all actives have a fitted effect of over 45% in size; many of its hits are not listed in these tables
Target sequence (Q8WZA2 whole entry, looked up): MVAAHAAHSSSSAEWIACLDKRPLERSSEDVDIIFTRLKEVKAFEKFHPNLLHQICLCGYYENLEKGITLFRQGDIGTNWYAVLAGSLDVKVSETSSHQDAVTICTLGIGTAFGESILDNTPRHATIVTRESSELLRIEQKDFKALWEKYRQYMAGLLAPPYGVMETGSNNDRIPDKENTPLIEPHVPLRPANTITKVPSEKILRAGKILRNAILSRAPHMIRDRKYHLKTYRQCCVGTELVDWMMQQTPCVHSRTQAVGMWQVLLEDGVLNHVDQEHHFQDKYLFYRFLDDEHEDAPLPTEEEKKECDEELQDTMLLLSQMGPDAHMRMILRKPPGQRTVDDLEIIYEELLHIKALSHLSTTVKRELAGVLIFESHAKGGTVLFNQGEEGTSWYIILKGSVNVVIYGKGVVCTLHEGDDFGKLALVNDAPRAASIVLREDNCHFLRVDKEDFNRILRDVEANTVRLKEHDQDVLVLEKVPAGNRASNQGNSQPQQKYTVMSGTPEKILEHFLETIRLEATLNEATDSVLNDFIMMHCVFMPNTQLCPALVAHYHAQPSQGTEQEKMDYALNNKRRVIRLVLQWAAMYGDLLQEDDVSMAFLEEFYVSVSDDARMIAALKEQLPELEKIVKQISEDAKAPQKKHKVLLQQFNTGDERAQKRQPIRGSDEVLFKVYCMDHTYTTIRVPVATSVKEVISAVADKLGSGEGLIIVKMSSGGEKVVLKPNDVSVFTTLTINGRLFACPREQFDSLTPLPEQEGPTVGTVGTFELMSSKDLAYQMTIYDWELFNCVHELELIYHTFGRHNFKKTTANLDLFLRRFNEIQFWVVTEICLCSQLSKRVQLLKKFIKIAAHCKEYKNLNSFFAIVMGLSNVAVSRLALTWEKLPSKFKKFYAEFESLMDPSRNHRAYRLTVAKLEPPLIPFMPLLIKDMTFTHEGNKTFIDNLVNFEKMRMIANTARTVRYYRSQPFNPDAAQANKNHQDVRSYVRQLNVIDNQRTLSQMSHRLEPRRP
Nrf2 inh = inhibitors of Nrf2 signaling | actives 2.1% (n = 360,000) | Potency, µM (doses to about 46 µM), for inactives: at the highest dose activity change, negative = inhibition, usual class: inhibitors | A549 ARE-Fluc reporter, luciferase luminescence, 18-24 h | AID 504444; further: on the % scale 0 is the no-effect control and ±100 the full control effect; nearly all actives have a fitted effect of over 60% in size
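Concentration-response testing used A549 ARE_Fluc cells at 5000 cells/well. Following an 18-24 h compound incubation, viability was read by fluorescence (Ex 405/Em 525) and luciferase output by luminescence.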
ATXN2 expr inh = ATXN2 expression inhibition; actives 0.72% (n = 360,000); HEK-293 ATXN2-luciferase reporter, luminescence, 24 h; Potency, µM (titrated, usually from 57 µM), for the others: top-dose activity change, negative = inhibition, usual class: inhibitors; further: on the % scale 0 is the no-effect control and ±100 the full control effect; nearly all actives have a fitted effect of over 55% in size
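qHTS (up to 57 uM final) was run with 24 h compound exposure of reporter cells at 37 °C. Each well was multiplexed: SteadyGlo luminescence measured ATXN2-luciferase expression after a fluorogenic Gly-Phe-AFC viability readout (25 uM final).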
TGFb SMAD3 inh = TGF-b pathway inhibition. HepG2 CAGA-GFP TGF-b/SMAD3 reporter, GFP fluorescence, 18 h; TGF-beta stimulated, 500 pg/mL final. Potency, µM (highest dose often 46.1 µM), without a hit: top-dose activity, negative = inhibition, hits mostly inhibitors. actives 1.2% (n = 410,000); further: on the % scale 0 is the no-effect control and ±100 the full control effect; nearly all actives have a fitted effect of over 65% in size
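Cell-based qHTS in HEPG2 carrying a CAGA-GFP Smad reporter; compounds added before 500 pg/mL final TGF-beta, 18 h incubation at 37 degrees C, GFP fluorescence quantified per cell by imaging cytometry.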
S2 tox = viability counter-screen for ATXN expression inhibitors; S2 cells (HEK-293 line with an ATXN2-luciferase reporter) viability, CellTiter-Fluor protease fluorescence, 24 h; actives 0.49% (n = 400,000); Potency, µM (series often up to 56.7 µM), most hits filed as cytotoxic; further: nearly all actives have a fitted effect of over 40% in size
Nrf2 ARE act = activates Nrf2 signaling | AREc32 ARE-luciferase reporter (MCF7-derived line), luminescence, 24 h | Potency, µM (doses to about 46.1 µM), inactives show at the top dose activation, most hits filed as activators | actives 0.31% (n = 410,000); further: % of control where 0% means no effect; nearly all actives have a fitted effect of over 65% in size
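AREc32 cells carrying an ARE-driven firefly luciferase reporter were seeded at 1000 cells/well in OPTI-MEM with 5% FBS, then exposed to compound for 24 hr at 37 deg C. Luminescence was read with Steady-Glo after 30 min at RT.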
HepG2 tox = counter-screen for TGF-b inhibitors: cytotoxicity in HepG2 cells. AID 588856. Potency, µM (titrated, usually from 46.1 µM), for the others: top-dose activity change, negative = cytotoxicity, actives largely listed as cytotoxic. HepG2 CAGA-GFP viability, ATP luminescence, 18 h. actives 0.76% (n = 410,000); further: some results filed as inactive show a strong effect at the top dose
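CellTiter-Glo luminescence gave cytotoxicity after 18 hours at 37 degrees C. The cells were HepG2 CAGA-GFP in 1% FBS DMEM, stimulated with 500 pg/mL TGF-beta after compound addition. %Activity was normalised to no-cell wells (complete cell-killing) and DMSO (no toxicity), and curves were fitted and classified.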
MCF10A rerep = induces DNA re-replication in MCF 10a normal breast cells; MCF 10A DNA re-replication, Hoechst nuclear intensity, 48 h; Potency, µM (series often up to 46.1 µM), inactives show at the highest dose activity, positive = re-replication, actives largely listed as activators; actives 2.9% (n = 350,000); AID 624296; further: % of control where 0% means no effect; nearly all actives have a fitted effect of over 50% in size
* hit, by the source's call; i = inactive; ? = inconclusive; · = no result given; & = joins results of further samples; [ ] = another dose, or the depositor's remark. The call rests on the fitted dose curve; in most records, active means well fitted curve in the direction sought with a large enough effect; inconclusive means small, poorly fitted or top-dose-only effect, or another doubt; inactive means no such curve, though single readings can be large; an effect the other way counts as inactive or inconclusive. Potency means the concentration at half of the fitted maximal effect. Not all compounds are listed. The share of hits here may be higher or lower than overall.

entry | Molecule | A549 tox | EPAC2 antagonist | Nrf2 inh | ATXN2 expr inh | TGFb SMAD3 inh | S2 tox | Nrf2 ARE act | HepG2 tox | MCF10A rerep
1 | CCOC(=O)c1c(NC(=O)CN2CCCCC2)sc2c1CCCC2O (configuration not stated) | 3% | ? | -11% | ? | ? | ? | 3.3% | -41% | 8%
2 | COc1cc2c(cc1OC)C(C)N(C(=O)Nc1ccccc1)CC2 (configuration not stated) | -28% | 1% | -15% | -12% | 5% | i | 0.3% | 12% | ?
3 | Cc1cc(C)cc(N(C(=O)Cn2nnc(-c3ccccc3)n2)C(C(=O)NC2CCCCC2)c2ccccn2)c1 (configuration not stated) | -1% | 0% | -12% | -10% | -21% | i | -0.1% | 9% | -5%
4 | Cc1ccc(OCC(=O)c2ccc3c(c2)CCCC3)cc1C | 14% | -4% | 34% | 52%[activator] | -26% | i | 2.2% | -29% | ?
5 | COc1ccc(C(CNC(=O)c2cc3c(s2)CCCC3)N2CCOCC2)cc1 (configuration not stated) | 2% | -5% | -5% | 1% | 9% | i | 0.3% | 7% | 5%
6 | CSc1nc2c(c(C(F)(F)F)n1)CC(C)CC2 (configuration not stated) | -1% | -25%[57.1 µM] | 23% | -4% | 3% | i | -0.4% | -10% | ?
7 | CC1(c2nnc(-c3ccncc3)o2)CC(c2ccc(Cl)cc2)=NO1 (configuration not stated) | 23% | -17% | ? | -17% | -9% | i | -0.7% | -23% | 9.2µM*
8 | CCCc1nc2c3ccccc3ccn2c1Cc1ccc(C)cc1 | · | -27% | · | 57%[activator] | ? | ? | 11% | -27% | ·
9 | COc1cccc(C(=O)N2CCN(Cc3ccccc3Br)CC2)c1 | -1% | -6% | -7% | · | 0% | i | -0.2% | -1% | 7%
10 | O=C(CSc1ccc(-c2ccc(F)cc2)nn1)NCc1ccco1 | -2% | 8% | -7% | 2% | 2% | i | 5.8% | 3% | -2%
11 | COCC(=O)N(C)C[C@@H]1Oc2ncc(Br)cc2C(=O)N([C@@H](C)CO)C[C@H]1C | · | 1% | · | 2% | -17% | i | -0.5% | -17% | ·
12 | Cc1nn(-c2ccccc2)c(C)c1C=O | 4% | 6% | 1% | 0% | 14% | i | 0.3% | -39% | 4%
13 | CCN(CC(=O)Nc1c(F)cccc1F)C(=O)c1cc(S(=O)(=O)N2CCOCC2)ccc1N1CCCC1 | -1% | 4% | ? | -3% | -11% | ? | -0.7% | 0% | -1%
14 | C=CCc1cccc(C2Nc3ccccc3C(=O)N2O)c1O (configuration not stated) | -10% | 0% | 3% | 7% | 0% | i | 0.0% | -18% | 26%
15 | CSc1cccc(NC(=O)CN(C)S(=O)(=O)c2cnc[nH]2)c1 | -5% | 14% | 2% | -3% | -3% | i | 0.4% | -3% | -2%
16 | O=S(=O)(c1cccc(Cl)c1)N1CCCC1 | 1% | -3% | 6% | 3% | 36% | i | 0.3% | 2% | 3%
17 | CCC(c1nnc(SCC(=O)NNC(=O)c2ccccc2)n1Cc1ccccc1)N(C)C (configuration not stated) | -1% | -6% | 6% | 8% | -26% | i | 0.3% | -35% | 6%
18 | CCOC(=O)CC1C(=O)NCCN1C(=O)c1sc2ccccc2c1Cl (configuration not stated) | -2% | -3% | -1% | 2% | -11% | i | -0.7% | -4% | -4%
19 | CC[N+](CC)(CC)CCCCOc1ccc2c(c1)C(=O)c1cc(OCCCC[N+](CC)(CC)CC)ccc1-2 | -6% | -2% | -12% | · | 2% | i | 0.1% | 21% | -1%
20 | O=C(OCc1nnc(-c2ccc(Br)cc2)o1)c1cncc(Br)c1 | 2% | -23% | 3% | -14% | 7% | i | 0.5% | -16% | -1%
21 | CCOC(=O)c1ccc(NC(=O)C(=O)NCCc2ccc(OC)cc2)cc1 | 8%&1% | 0% | 6%&10% | 2%&2% | 11%&-3% | i | 0.6%[9.22 µM] | 4%&5% | -6%
22 | CC(C)c1nc(Cl)c(C#N)c2c1CCC2 | 3% | 3% | 4% | -8% | 11% | i | -0.6% | 6% | -2%
23 | CCOc1ccccc1NC(=O)NCc1ccco1 | 7% | 0% | -4% | -6% | 8% | i | 8.7% | -1% | 11%
24 | O=C(N/N=C1\CCS(=O)(=O)c2ccc(F)cc21)c1ccc([N+](=O)[O-])cc1 | -2% | 7% | -8% | · | 3% | i | 3.9% | -1% | 7%
25 | CCCCc1cc(=O)oc2c(C)c(OCc3nn[nH]n3)ccc12 | -5% | -22% | -12% | -3% | ? | i | -0.7% | -32% | ?
26 | Cc1ccc(C(C)C)c(OCCCN2CC(C)OC(C)C2)c1 (configuration not stated) | 1% | 2% | 4% | -11% | ? | i | -0.4% | -19% | 7%
27 | CC(=O)Nc1ccc(S(=O)(=O)N2CCNC(=O)C2)cc1 | -2% | 3% | -1% | 0% | 0% | i | -0.9% | -23% | 0%
28 | CCC(=O)Oc1ccc(NC(=O)c2ccco2)cc1 | 8% | -9% | ? | -2% | 1% | i | 0.8% | 0% | 5%
29 | CCOC(=O)C(Sc1ncc(C#N)c(N)n1)C(C)C (configuration not stated) | -2% | 6% | -25% | 11% | 13% | i | -0.1% | -20% | ?
30 | CCOc1ccccc1C1CC(=O)Nc2cc(C)c(C)cc21 (configuration not stated) | -15% | -12% | ? | · | -11% | i | 2.7% | -14% | ?
31 | N#C/C(=C\c1ccccc1OCC(=O)O)c1nc2ccccc2[nH]1 | -11% | -5% | 1% | 33% | 21% | i | -0.1% | 17% | -1%
32 | Nc1nc(Br)c2ccccc2c1-c1ccccc1 | 2% | -15% | 1% | -11% | -16% | · | 2.8% | -28% | 22µM*
33 | CCc1nc2ccc(C(=O)NCc3ccc(OC)cc3)cn2c1N(CC)CCOC | · | -2% | · | 10% | -18% | i | -0.4% | 4% | ·
34 | O=C(N/N=C/c1sc(=O)[nH]c1-[n+]1ccc2ccccc2c1)c1ccccc1[O-] | -16% | -13% | 6% | 15% | 24% | i | 5.7% | -11% | 5%
35 | COc1ccccc1C(=O)c1ccccc1C(=O)c1ccccc1 | 1% | ? | 1% | -7% | 0% | i | 0.5% | 5% | 14%
36 | CCN(CC)C(=O)C1=C(C)N(CCCOC)C(=O)C(CC(=O)NCc2cccs2)C1 (configuration not stated) | · | 11% | · | 4% | -3% | i | -1.2% | -2% | ·
37 | COc1ccc(S(=O)(=O)N2CCOC2CNC(=O)C(=O)NCCCc2ccccc2)cc1 (configuration not stated) | -1% | 3% | ? | -3% | 3% | i | 4.2% | 3% | -3%
38 | c1coc(-c2ccnc3ncnn23)c1 | -1% | 10% | -8% | 2% | -11% | i | 0.2% | 8% | 2%
39 | O=C(O)c1ccc(Nc2cccc(F)c2)c([N+](=O)[O-])c1 | ? | -15% | -41% | -21% | -18% | i | 2.5% | -15% | 3%
40 | CC(=O)c1sc2nsc(SCCN3CCCC3)c2c1N | 2% | -2% | -6% | 52%[activator] | -15% | i | 19% | 3% | ?
41 | Cc1cc(NC(=O)c2cc(-c3cccc(OCC(C)C)c3)nc3ccccc23)no1 | 1% | -2% | -17% | -23% | -1% | i | -0.5% | 5% | ?
42 | COCCCNC(=O)CSc1nc2ccccc2c(=O)n1CCc1ccc(S(N)(=O)=O)cc1 | -1% | 4% | 1% | -3% | 8% | i | -0.9% | 0% | 3%
43 | O=C(c1ccc2c(c1)CCN2S(=O)(=O)c1ccccc1)N1CCN(c2ccc(F)cc2)CC1 | -3%&-18% | -3% | ? | -32%&0% | ? | i | 0.2%&-0.4% | -6%&-29% | 13%
44 | Cc1ccc(S(=O)(=O)N2C[C@@H]3c4ccccc4N(S(=O)(=O)c4ccc(C)cc4)[C@@H]3[C@@H](C)C2CC(=O)c2ccccc2)cc1 (some centres not stated) | 8% | -5% | -4% | 8% | 3% | i | -0.5% | -8% | 20%
45 | Cc1nn(-c2nnc(NCc3ccccc3)nn2)c(C)c1Br | -1% | -6% | 1% | 33% | ? | ? | 2.9% | -29% | 15%
46 | O=C(N/N=C\c1cccnc1)c1cc(-c2ccccc2)nc2c(Cl)cccc12 | -7% | -7% | ? | ? | 0% | i | 2.6% | -20% | 7.3µM*
47 | CCOc1ccc(NC(=O)c2cnc(N3CCCCC3)c3ccccc23)cc1 | 6% | · | · | · | -35% | · | 1.5% | -2% | ·
48 | CCOC(=O)OCC(=O)C1(O)CCC2C3CCC4=CC(=O)CCC4(C)C3C(O)CC21C (configuration not stated) | -6% | 2% | 0.21µM* | 5% | -4% | ? | 3.6% | 4% | 7%
49 | O=C(O)c1ccc(NC(=O)c2ccc(COc3ccccc3)o2)cc1 | -6% | 8% | 7% | 30% | 0% | i | 0.2% | 12% | 16%
